Screens (PubChem)
GDH-TPI counter: GDH-TPI coupling enzyme inhibitors, primary screen, artefact control for M. tuberculosis FBA inhibitor project, biochemical, absorbance, full deck; inhibition, % at 4.8 µM; GDH-TPI coupled enzyme counterscreen, NADH absorbance; actives 1.2% (n = 360,000); AID 588335, 2011; in the data active = inhibition above about 30%;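 also: 0% = DMSO wells and 100% = wells lacking the enzyme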
FBA Mtb inh: Mtb FBA enzyme inhibitors, primary screen, biochemical, fluorescence, strain H37Rv; Fructose-bisphosphate aldolase (Mycobacterium tuberculosis (strain ATCC 25618 / H37Rv)), …; purified M. tuberculosis FBA, fluorescence read-out; inhibition, % at 1 µM; actives 2.3% (n = 360,000); in the data active = inhibition above about 27%;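 also: 0% = vehicle and 100% = reference inhibitor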
Mtb BioA inh: M. tuberculosis BioA enzyme inhibitors, primary screen, biochemical, plate reader, single point, HTS. 7,8-diaminopelargonic acid synthase BioA (Mycobacterium tuberculosis). purified M. tuberculosis BioA enzyme. inhibition, % at 9.99 µM. actives 0.096% (n = 360,000). AID 602481, 2012; in the data active = inhibition above about 40%
Vc quorum ag: inducers of Vibrio cholerae quorum light production without autoinducers, primary screen, BH1578 luxS cqsA deficient, single point | V. cholerae BH1578 lux reporter, luminescence, 6 h | activation, % at 18.7 µM | actives 0.16% (n = 350,000) | AID 588436, 2011; in the data active = activation mostly above about 9.7%, no sharp cut-off; also: not every result past the cut was called active; inactives centre near 0; reference of the scale not given here
Rv3671c protease: Rv3671c serine protease inhibitors, primary screen, biochemical, fluorescence polarization, M. tuberculosis H37Rv; P9WHR9; inhibition, % at 5.96 µM; actives 0.048% (n = 320,000); AID 2606, 2010; in the data active = inhibition above about 38%;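 also: extracellular domain of Rv3671c used as enzyme; 0% = enzyme with DMSO and 100% = no enzyme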
Target sequence (P9WHR9 whole entry, looked up, the tested form may be a part): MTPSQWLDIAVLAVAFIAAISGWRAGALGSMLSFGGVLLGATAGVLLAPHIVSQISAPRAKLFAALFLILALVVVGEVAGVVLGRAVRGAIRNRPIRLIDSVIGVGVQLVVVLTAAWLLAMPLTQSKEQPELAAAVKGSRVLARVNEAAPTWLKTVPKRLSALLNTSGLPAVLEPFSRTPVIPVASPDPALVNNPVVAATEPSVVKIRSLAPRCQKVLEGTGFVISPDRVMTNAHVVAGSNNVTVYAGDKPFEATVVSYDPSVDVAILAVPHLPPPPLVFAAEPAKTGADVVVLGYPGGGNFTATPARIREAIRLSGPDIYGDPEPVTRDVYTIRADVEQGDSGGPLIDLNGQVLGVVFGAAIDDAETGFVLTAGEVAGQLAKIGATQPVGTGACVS
SSB-PriA inh: inhibitors of Klebsiella pneumoniae PriA binding to SSB C-terminal tail, primary screen, biochemical, AlphaScreen | AlphaScreen SSBct-PriA binding, biotinylated peptide | AID 1272365, 2023 | PriA–SSB C-terminal tail interaction (Klebsiella pneumoniae) | inhibition, % at 33 µM | actives 0.6% (n = 430,000); in the data active = inhibition mostly above about 37%, no sharp cut-off; inactive = mostly below about 20%;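 also: plate controls were negative control peptide for no effect and reference peptide for full effect; strong numbers were not always called active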
3CLpro inhibitor: SARS-CoV 3CLpro protease inhibitors, primary screen, biochemical, quenched FRET | Replicase polyprotein 1ab (Severe acute respiratory syndrome coronavirus), P0C6X7 | actives 0.14% (n = 290,000) | recombinant SARS-CoV 3CLpro, quenched FRET peptide cleavage | inhibition, % at 6 µM; in the data active = inhibition above about 12%
UGM FP inh: M. tuberculosis UGM enzyme inhibitors, primary screen, biochemical, fluorescence polarization, single point | inhibition, % at 10 µM | purified UGM, fluorescence polarization probe displacement | actives 0.06% (n = 320,000) | UDP-galactopyranose mutase (Mycobacterium tuberculosis (strain ATCC 25618 / H37Rv)), …; in the data active = inhibition above about 10%, passing the limit was not always enough
Target sequence (P9WIQ1 whole entry, looked up): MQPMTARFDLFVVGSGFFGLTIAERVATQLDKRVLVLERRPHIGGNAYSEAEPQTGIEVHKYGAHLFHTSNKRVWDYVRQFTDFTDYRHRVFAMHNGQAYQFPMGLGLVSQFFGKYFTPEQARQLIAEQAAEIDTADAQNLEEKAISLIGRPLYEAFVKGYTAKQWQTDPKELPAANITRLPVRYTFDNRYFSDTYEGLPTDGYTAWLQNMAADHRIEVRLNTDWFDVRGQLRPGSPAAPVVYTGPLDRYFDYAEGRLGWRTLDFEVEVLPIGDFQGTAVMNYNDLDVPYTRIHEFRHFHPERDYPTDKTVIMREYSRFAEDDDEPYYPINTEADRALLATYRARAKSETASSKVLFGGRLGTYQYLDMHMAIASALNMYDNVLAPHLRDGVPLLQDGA
MazF activator: activators of E. coli MazEF toxin-antitoxin RNase, primary screen, biochemical, fluorescence, uHTS; Endoribonuclease toxin MazF (Escherichia coli (strain K12)), P0AE70; FAM/BHQ RNA-DNA oligo cleavage fluorescence, 5 h; activation, % at 20 µM; actives 0.32% (n = 350,000); AID 504720, 2011; in the data active = activation above about 50%
Target sequence (P0AE70 whole entry, looked up): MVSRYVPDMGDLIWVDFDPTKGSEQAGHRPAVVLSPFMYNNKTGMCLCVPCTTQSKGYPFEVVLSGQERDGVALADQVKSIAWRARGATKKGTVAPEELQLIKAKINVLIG
VHR inh abs: VHR1 phosphatase inhibitors, primary screen, biochemical, absorbance, uHTS | inhibition, % at 13.3 µM | actives 0.52% (n = 290,000) | recombinant VHR phosphatase, pNPP absorbance | Dual specificity protein phosphatase 3 (Homo sapiens), P51452; in the data active = inhibition above about 50%; also: some compounds called inactive have numbers as strong as hits
The depositor's hits bear a star; i = inactive; · = no result given; & = joins results of further samples. A portion of the library; rates above refer to the full screens.

SMILES,GDH-TPI counter,FBA Mtb inh,Mtb BioA inh,Vc quorum ag,Rv3671c protease,SSB-PriA inh,3CLpro inhibitor,UGM FP inh,MazF activator,VHR inh abs
COc1cc(Nc2nc3ccccc3n3nnnc23)cc(OC)c1OC,-1,1,-2.3,-0.3,-5,-9,-3,4.1,-2,21
CCc1cc(C(=O)N(C)CC(=O)N(CC(C)C)c2c(N)n(CC(C)C)c(=O)[nH]c2=O)sc1C,-7,0,-0.7,0.7,2,-12,-2,2.1,5,10
O=C(Cn1c(=S)[nH]c2ncccc2c1=O)NCCc1ccccc1,·,·,·,·,6,·,2,-0.1,·,14
O=C(OCCN1CCOCC1)c1ccccc1Cl,18,0,-0.1,-0.5,-2,-10,·,0.8,-2,·
Cc1ccc(S(=O)(=O)NCc2ccc(C(=O)N3CCN(Cc4ccccc4)CC3)cc2)cc1,-1,-2,·,-1.2,2,2,-4,2.0,-7,27
O=C(O)CC(CC(=O)Nc1ccc(N2CCOCC2)cc1)c1ccccc1 (centres undefined),-2,3,-1.3,-0.8,11,-2,-1,0.3,-11,10
CCN(CC)C(=O)C1CCCN(Cc2ccc3ccccc3c2)C1 (centres undefined),-5,-1,0.0,i,4,0,3,-0.2,5,-3
CC1CCCN(C(=O)c2ccc(CNc3c(N4CCCCC4)c(=O)c3=O)cc2)C1 (centres undefined),0,-2,0.3,-0.3,5,-5,6,-0.3,0,23
CC(C)CC1NC(=O)C(CC(C)C)N(CO)C1=O (centres undefined),10,1,0.6,i,·,-3,·,·,8,·
CC(C)NC(=O)CNc1ccc(C(F)(F)F)cc1[N+](=O)[O-],-2,-3,·,-0.3,0,-16,-3,4.1,7,2
O=C(Nc1nc2c(s1)CCCC2)C1COc2ccccc2O1 (centres undefined),6,19,-0.2,-0.3,1,8,6,2.0,10,21
CCc1ccccc1NC(=O)c1cc(S(=O)(=O)N2CCCC2)c[nH]1,-4,-1,-0.8,-0.2,3,-5,-3,1.9,-1,-14

Additional entries follow.
SMILES,GDH-TPI counter,FBA Mtb inh,Mtb BioA inh,Vc quorum ag,Rv3671c protease,SSB-PriA inh,3CLpro inhibitor,UGM FP inh,MazF activator,VHR inh abs
O=C(O)c1oc2ccc(Br)cc2c1-n1cccc1,8,-2,-0.9,-1.2,-5,-1,1,2.8,1,6
CCOC(=O)Cc1csc(N/C(=N/S(=O)(=O)c2cc(Br)ccc2OCC)c2ccccc2)n1,14,6,·,2.0,-3,·,1,2.0,2,21
COc1ccc(NC(=O)C2CCN(S(=O)(=O)c3ccc4[nH]c(=O)oc4c3)CC2)c(OC)c1,-11,-4,-1.0,-0.3,10,13,0,-0.7,9,-1
O=C(Nc1ccc2oc(-c3cccc(F)c3)nc2c1)c1ccccc1F,6,0,·,-13,1,-3,-2,2.1,-12,24
CCOC(=O)c1ccc(NC(=O)CCC(=O)NCc2ccco2)cc1,0,0,-0.4,i,0,-4,-1,0.2,5,-5
CC1Cc2ccccc2N1Cc1cccc(S(=O)(=O)N(C)C)c1 (centres undefined),-1,0,-1.3,-13,-3,7,2,-2.0,-3,·
CCOC(=O)C(NC(=O)N(C)C)(Nc1sc(C)c(CC)c1C#N)C(F)(F)F (centres undefined),-3,0,-0.4,-1.4,-7,8,3,-0.8,4,1
O=C(O)C1CC=CCC1C(=O)Nc1cccc(C(=O)N2CCCCC2)c1 (centres undefined),1,4,-1.0,-0.3,0,2,2,-0.2,-2,21
COc1ccc(-n2cnnc2SCC(=O)Nc2cccc(S(N)(=O)=O)c2)cc1,-10,-7,0.0,-0.3,-6,-6,1,0.3,7,36
Cc1sc2nc(SCC(N)=O)n(-c3ccccc3)c(=O)c2c1C,3,-2,0.2,-0.4,2,-10,2,-2.3,11,-2
Cc1c(Cl)c([N+](=O)[O-])nn1CC(=O)NCC(C)C,5,2,·,-0.4,10,-1,1,1.8,1,14
COC(=O)c1ccccc1NC(=O)Nc1ccc(Cl)cn1,12,2,·,0.5,1,-6,2,0.9,6,-6

Other results follow.
SMILES,GDH-TPI counter,FBA Mtb inh,Mtb BioA inh,Vc quorum ag,Rv3671c protease,SSB-PriA inh,3CLpro inhibitor,UGM FP inh,MazF activator,VHR inh abs
O=S(=O)(Nc1nc2ccccc2nc1Cl)c1ccccc1C(F)(F)F,21,-2,0.3,-3.3,-3,0,1,-0.8,3,4
CCCn1c(=O)c2ccccc2n2c(SCc3nnc(-c4ccccc4Br)o3)nnc12,-1,5,-0.4,i,-10,-13,0,0.9,-2,-14
CC(C)(C)N1CC23C=CC(C[C@@H]2C1=O)O3 (some centres undefined),-17,-1,0.6,-4.0,4,-17,·,-0.6,4,·
Cc1ccc(S(=O)(=O)N2CCOCC2)cc1NC(=O)COC(=O)c1ccc(Cl)nc1,-2,0,0.7,i,-2,-10,·,0.2,-2,·
COC(=O)c1sc2ncn(CC(=O)NCCc3ccc(OC)c(OC)c3)c(=O)c2c1C,8,-1,-0.6,-0.4,9,-5,-1,-0.7,-1,16
COc1ccc(CN(C)C(=O)CCc2ccc(S(=O)(=O)N3CCCCCC3)cc2)c(OC)c1,7,1,0.7,i,1,-1,·,1.6,2,·
CCOC(=O)c1ccc(Nc2nc(C)cc(C)c2C#N)cc1,11,4,-4.5,-0.4,-15,-8,7,0.1,3,2
CCN1C(=O)C(=Cc2cc(C)n(C3CC3)c2C)C(=O)N(CC)C1=S,5,-2,0.1,-0.6,-13,9,-5,-1.9,677*,0
O=C(CSc1nc2ccccc2n1-c1ccccc1)Nc1ncc(Cl)cc1Cl,2,-1,0.3,-0.2,-9,-4,3,-1.0,-2,32
CCn1c(SCC(=O)Nc2cc(NC(C)=O)ccc2OC)nnc1-c1ccccn1,2,1,-0.9,i,8,-18,-1,-1.6,10,20
O=C(COc1ccccc1)Nc1ccc(S(=O)(=O)NCc2ccco2)cc1,4,2,3.7,·,5,7,-2,3.0,-3,25
O=C(NCc1ccccc1)c1ncn[nH]1,7,-5,-0.5,i,16,0,3,-0.4,3,21

(cont.)
SMILES,GDH-TPI counter,FBA Mtb inh,Mtb BioA inh,Vc quorum ag,Rv3671c protease,SSB-PriA inh,3CLpro inhibitor,UGM FP inh,MazF activator,VHR inh abs
O=C(NCC(c1cccnc1)N1CCN(c2ccc(F)cc2)CC1)c1ccc(F)cc1 (centres undefined),8,1,-0.5,-0.7,3,-2,-3,0.8,10,6
COC(=O)c1cc(-c2c(C)oc3cc(O)ccc3c2=O)c(C)o1,29,76*,14,-0.7,-1,-9,1,-0.6,11,-9
O=C(c1ccco1)N1CCN(c2ccc([N+](=O)[O-])cn2)CC1,31*,3,-1.4,i,10,-11,-4,1.4,3,18
CC1CC(=O)Nc2ccccc2N1S(=O)(=O)c1cccc(F)c1 (centres undefined),0,2,-1.4,-0.3,-2,-14,1,1.2,-2,5
Cc1ccc(C(=O)N/C(=C/c2cccs2)C(=O)N2CCCCCC2)cc1,11,-1,0.3,-0.5,-11,1,-3,6.6,2,13
O=C(CN1CCOCC1)Nc1c2c(nc3c1CCC3)CCC2,-12,-1,-0.6,0.3,4,-6,3,-1.0,4,30
C=CCOc1c(CNc2ccc(S(N)(=O)=O)cc2)cccc1OC,-7,1,0.6,2.8,7,-16,-2,-3.8,7,31
COc1ccc(CNC(=O)CN(C(=O)c2csnn2)c2cccc(F)c2)cc1,-2,1,-1.2,i,7,2,0,-1.1,6,30
O=C(CSC1=NS(=O)(=O)c2ccccc2N1)Nc1ccccc1F,8,5,1.7,-0.7,9,-18,·,·,1,·
COC1CCCCC1Nc1cc(C)cc(C)c1 (centres undefined),-3,1,-1.2,-1.7,9,16,-3,-0.9,-2,20
Cc1onc(-c2ccccc2Cl)c1C(=O)N1CCN(S(=O)(=O)c2ccc(F)c(F)c2)CC1,6,-1,-0.7,i,-13,-8,-12,-0.1,-6,-16
Cc1cc(C)n(CCNC(=O)CC2C(=O)NCCN2CC2CCCCC2)n1 (centres undefined),5,-2,·,-0.2,0,-1,2,-0.3,9,17

Carrying on.
SMILES,GDH-TPI counter,FBA Mtb inh,Mtb BioA inh,Vc quorum ag,Rv3671c protease,SSB-PriA inh,3CLpro inhibitor,UGM FP inh,MazF activator,VHR inh abs
Cc1ccc(C)c(Cn2c3ccccc3c3cnn(CC(=O)NCCN4CCOCC4)c(=O)c32)c1,5,8,-0.6,0.9,6,6,-3,1.5,11,2
CCOC(=O)CSc1nnc(CNC(=O)c2cc(OC)c(OC)c(OC)c2)n1C,-3,-1,·,-0.3,6,-1,-3,-1.0,0,15
O=S(=O)(Cc1ccccc1)N1CCCC1,5,-2,3.3,i,8,-14,0,-1.0,0,10
OC(c1ccc(Cl)cc1)c1nccc2ccccc12 (centres undefined),-3,0,0.2,i,-6,-15,-5,-0.5,-4,-27
CC(C)c1nnc(NC(=O)CSc2nc3ccccc3[nH]2)s1,2,-3,-0.2,-0.3,-9,4&-12,-4,-1.5,-1,24
Cc1cc(C)c2cc(CN(CCO)C(=O)Nc3ccc(Cl)cc3)c(=O)[nH]c2c1,·,·,·,·,-9,-7,0,1.4,7,4
Cc1ccc(Cn2ncc3c(N4CCN(C)CC4)ncnc32)cc1,-3,0,·,1.6,-1,-18,4,-1.1,9,23
COc1cc(Cl)c(C)cc1NC(=O)CSC,4,-2,0.1,-0.5,-7,-3,-4,0.9,2,1
CCOC(=O)C1(Cc2ccc(OC)cc2)CCN(C(=O)c2ccoc2C)CC1,-5,-1,0.1,-0.5,0,-2,3,-2.2,3,7
CC(OC(=O)c1cc(=O)[nH]c2ccccc12)C(=O)c1ccccc1 (centres undefined),11,0,-1.2,i,-4,7,5,2.2,1,5
CC(NS(=O)(=O)c1ccc(Cl)cc1)C(=O)OCC(=O)c1ccc[nH]1 (centres undefined),6,-2,1.5,-0.6,2,10,·,1.4,2,·
O=C1COc2ccc(C(=O)/C=C/c3ccccc3)cc2N1,19,3,-1.5,0.2,-1,2,1,-3.8,12,2

Carrying on.
SMILES,GDH-TPI counter,FBA Mtb inh,Mtb BioA inh,Vc quorum ag,Rv3671c protease,SSB-PriA inh,3CLpro inhibitor,UGM FP inh,MazF activator,VHR inh abs
CCC(=NCc1ccc(Cl)c(Cl)c1)c1nc(-c2ccco2)oc1O,18,0,1.5,-0.3,-5,-6,2,-2.8,-5,-17
CCOC(=O)N1CCN(CCC(=O)Nc2ccc(F)c(F)c2)CC1,3,1,4.3,i,2,-15,-5,-3.0,3,-28
O=C(CC1CCCCC1)NCCS(=O)(=O)N1CCN(c2ccccc2)CC1,4,-1,-0.7,i,-7,-13,·,1.3,-4,·
CC(=O)N1CC(=O)N(CC(=O)Nc2ccc(Br)cc2)C1=S,-13,0,-3.3,-0.3,-10,-4,-1,3.9,1,11
COc1cc(SC)ccc1C(=O)Nc1ccc(Cl)cn1,15,-2,-2.3,-0.2,-6,-3,3,0.1,-7,25
C#CCOCCOCCOCCNc1nc(N2CCOCC2)nc(N2CCN(C(=O)[C@H](CCC(=O)O)n3cc(C(N)[C@H](C)CC)nn3)CC2)n1 (some centres undefined),-3,-1,-0.3,i,-4,4,-2,-0.1,6,7
